# RGS4 pot: RGS4 potentiation or activation; HEK293 M3R/inducible RGS4, carbachol calcium flux Fluo4; active compounds read low; B-score at 10 µM; hit rate 0.92% among 310,000; AID 463111;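 active = B-score of the integrated calcium signal more than 4 SD below the library mean, with starting fluorescence not abnormally high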;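 also: negative B-score means reduced calcium response which marks RGS4 activation or potentiation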
#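 Material: Inducible-RGS4 HEK293 cells carrying M3 receptor; also added: carbachol at ECmax as muscarinic agonist stimulus; incubation: compound preincubation 20 min at room temperature before agonist; signal: Fluo4-AM (2 µM) calcium-flux fluorescence, kinetic read; measure: integrated calcium ratio converted to B score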
# PolyA inhibitor: inhibitors of polyadenylation in S. cerevisiae; S. cerevisiae SKY197-pL101 polyadenylation reporter, beta-gal luminescence; efflux-impaired pdr1/pdr3 knockout yeast; score 100 = 6 SD above DMSO; AID 1875; hit rate 0.02% among 300,000; calls only at 12 µM;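 active = lowest replicate activity score at least 50, where 100 means six control SD above control mean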;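 also: yeast exposed to compound for 9 h at 30 °C; higher score means more reporter readthrough which indicates perturbed polyadenylation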
# KCNQ1 act: potentiators or activators of human KCNQ1 potassium channel | CHO-K1 KCNQ1, thallium flux FluxOR fluorescence; active compounds read high | hit rate 0.35% among 310,000 | P51787 | AID 2648 | B-score at 10 µM;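 active = fluorescence ratio B-score, a plate-corrected score, at least three library SD, with initial intensity B-score within 5 SD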
#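 assay system = CHO-K1 cells stably expressing KCNQ1 | medium = assay buffer, equal DMSO in all wells | timing = 37 °C overnight plating, 90-min dark dye load, 20-min compound pretreatment | measured by = kinetic FluxOR thallium fluorescence, 10-s 1-Hz baseline, 110-s post-stimulus read | measure = fluorescence change relative to baseline, converted to B score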
# KCNK3 inh: human KCNK3 channel inhibition, primary screen. CHO-KCNK3 thallium flux, FluxOR fluorescence; active compounds read low. hit rate 0.84% among 340,000. O14649. B-score at 10 µM;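 active = B-score under library mean minus 4 SD, starting fluorescence ratio at most library mean plus 5 SD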;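 also: more negative B-score means stronger inhibition of thallium flux through KCNK3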
# KCNQ1 inh: human KCNQ1 channel inhibition; P51787; CHO-K1 KCNQ1, FluxOR thallium flux fluorescence; active compounds read high; B-score at 10 µM; hit rate 1.3% among 310,000; AID 2642;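 active = compounds whose thallium flux B-score, printed positive for inhibition, exceeds three library SD while starting fluorescence stays within three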;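 also: channel opened by potassium depolarization with thallium stimulus after 20 min compound exposure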
# hERG protect: hERG (human) protection from proarrhythmic block. Q12809. CHO-hERG, FluxOR thallium flux, dofetilide IC70 present. activation (rescue from dofetilide block), less the hit threshold, % at 10 µM. hit rate 0.51% among 310,000. AID 1511;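 active = activation above the mean of controls blocked by dofetilide plus 5 SD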;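 also: thallium influx through hERG after potassium depolarization seen as dye fluorescence rise; in these data hits start at about 4.7%; inactives centre near -7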
# GSK3 alpha inh: inhibitors of human GSK-3 alpha kinase; P49840; ADP-Glo luminescence, 60 min; inhibition, % at 10 µM; hit rate 0.1% among 320,000;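 in the data active = inhibition above about 50%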;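 also: GST-tagged GSK-3 alpha with peptide substrate and 25 µM ATP; 0% = DMSO neutral wells and 100% = GW8510 positive control wells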
# Target sequence (P49840 whole entry, looked up): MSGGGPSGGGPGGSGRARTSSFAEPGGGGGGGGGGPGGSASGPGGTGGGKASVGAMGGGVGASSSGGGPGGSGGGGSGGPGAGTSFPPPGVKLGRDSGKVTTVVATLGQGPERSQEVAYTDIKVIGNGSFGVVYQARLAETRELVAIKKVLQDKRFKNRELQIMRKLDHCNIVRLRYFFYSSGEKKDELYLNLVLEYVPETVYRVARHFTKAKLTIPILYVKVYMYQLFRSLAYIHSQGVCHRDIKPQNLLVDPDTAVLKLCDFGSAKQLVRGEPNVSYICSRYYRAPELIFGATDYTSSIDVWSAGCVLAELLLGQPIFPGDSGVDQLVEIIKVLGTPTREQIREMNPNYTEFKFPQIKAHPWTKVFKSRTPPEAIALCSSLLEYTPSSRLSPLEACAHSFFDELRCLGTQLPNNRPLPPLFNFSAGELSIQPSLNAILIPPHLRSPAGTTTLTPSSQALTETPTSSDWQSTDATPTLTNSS
# RGS4 inh: human RGS4 inhibition; P49798; HEK293 M3R/RGS4 inducible, Fluo-4 calcium flux; active compounds read high; triggered by carbachol at its EC20; B-score at 10 µM; hit rate 0.45% among 310,000; AID 463165;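 active = B-score, a plate-corrected calcium signal, over three deviations above library mean, with baseline fluorescence within five deviations of library mean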;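 also: RGS4 expression induced by doxycycline in cells with stable M3 receptor; B-score is computed from the integrated fluorescence ratio over baseline after carbachol; higher B-score means a larger calcium signal and so more RGS4 inhibition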
# Target sequence (P49798 whole entry, looked up): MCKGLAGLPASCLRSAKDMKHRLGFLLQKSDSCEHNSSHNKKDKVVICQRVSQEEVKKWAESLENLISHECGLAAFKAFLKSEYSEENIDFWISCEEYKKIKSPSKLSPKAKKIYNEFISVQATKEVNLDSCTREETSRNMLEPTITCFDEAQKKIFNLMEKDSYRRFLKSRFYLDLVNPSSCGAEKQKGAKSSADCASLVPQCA
# DYRK1A inh: Dyrk1A (rat) kinase inhibition | hit rate 0.43% among 310,000 | inhibition, % at 12.5 µM | ADP-Glo luminescence, NFATc1 peptide | AID 504441 | Q63470; in the data active = inhibition above about 50%;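 also: plate controls were vehicle with enzyme for no effect and no enzyme for full effect; many of its hits are not listed in these tables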
# KCNK9 inh: inhibitors of human KCNK9 two-pore domain potassium channel | hit rate 1.2% among 310,000 | HEK293 KCNK9, FluxOR thallium flux fluorescence; active compounds read low | Q9NPC2 | AID 488922 | B-score at 10 µM;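 active = ratio B-score over 3 SD below the library mean, with starting fluorescence within 5 SD of its mean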;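 also: negative B-score means less thallium flux so channel inhibition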
# GSK3B inh: blocks human GSK3beta kinase activity; P49841; GST-GSK3beta kinase, ADP-Glo luminescence, 60 min; active compounds read low; activity score (negative = inhibition), % at 10 µM; hit rate 0.038% among 300,000; AID 2097;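 active = more than half of replicate wells score below -50%, meaning over 50% inhibition versus plate controls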;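 also: 0% = median DMSO wells and -100% = median GW8510 positive control wells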
# Target sequence (P49841 whole entry, looked up): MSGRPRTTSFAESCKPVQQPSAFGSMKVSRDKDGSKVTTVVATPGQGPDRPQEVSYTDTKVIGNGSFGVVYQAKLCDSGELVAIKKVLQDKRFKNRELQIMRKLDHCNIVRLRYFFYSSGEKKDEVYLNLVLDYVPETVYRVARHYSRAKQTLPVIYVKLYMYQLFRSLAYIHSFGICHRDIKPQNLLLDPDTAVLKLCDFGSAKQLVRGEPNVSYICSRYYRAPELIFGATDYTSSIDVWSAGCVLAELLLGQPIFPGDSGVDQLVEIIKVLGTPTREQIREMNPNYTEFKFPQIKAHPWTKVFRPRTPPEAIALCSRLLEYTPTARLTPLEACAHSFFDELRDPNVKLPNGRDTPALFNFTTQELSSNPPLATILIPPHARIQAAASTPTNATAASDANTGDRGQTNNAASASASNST
#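 Test system: GST-tagged human GSK3beta kinase, cell-free; evaluation: activity score scaled between in-plate DMSO and GW8510 controls; measured by: ADP-Glo luminescence; incubation: 60 min reaction, RT; benchmarks: DMSO and 20 µM GW8510; reagent: peptide substrate plus 25 µM ATP (final); medium: Tris/MgCl2 kinase buffer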
# Starred values were filed as active, the others as inactive; i = inactive; · = no result given. An excerpt, so the mix of outcomes need not match the whole.
SMILES,RGS4 pot,PolyA inhibitor,KCNQ1 act,KCNK3 inh,KCNQ1 inh,hERG protect,GSK3 alpha inh,RGS4 inh,DYRK1A inh,KCNK9 inh,GSK3B inh
CCCCCCOc1ccc(/C(N)=N/O)cc1,i,i,i,i,i,-7,-3,i,-5,i,2
Cc1ccc(OCCC(=O)Nc2ccc(F)c(F)c2)cc1,i,i,i,i,i,-3,-1,i,-4,i,1
O=C(Nc1nc(-c2cc(Cl)sc2Cl)cs1)c1cccs1,i,i,i,-12*,i,-13,-3,i,3,-8.9*,3
Cc1c(Br)c([N+](=O)[O-])nn1CC(=O)NCc1ccccc1,i,i,i,i,i,-14,-3,i,5,i,3
Cc1oc(/C=N/NC(=O)CN(c2ccccc2Br)S(C)(=O)=O)cc1Br,i,i,i,i,i,-5,1,i,4,i,4
CC(C)N(Cc1nc(-c2ccc(Cl)cc2)no1)C(=O)C(c1ccccc1)c1ccccc1,i,i,i,-9.9*,i,-12,0,i,·,-10*,0
CCOc1cc(/C=C/C(=O)O)ccc1OCCOc1ccccc1,i,i,i,i,i,-3,0,i,0,i,1
CCN(CC)CCCOC(=O)c1ccc(OC)cc1O,i,i,i,i,i,-15,-1,i,2,i,-1
CC1=CC(=O)C=C(C)C1=NOC(=O)c1cccc([N+](=O)[O-])c1,i,i,i,i,i,-15,-9,i,8,i,0
N#Cc1ccc(OCC(=O)NC2=NCCS2)cc1,i,i,i,i,i,-7,-2,i,-3,i,2
O=C(Cc1ccc(-c2ccccc2)cc1)NC1CCCC1,i,i,i,i,i,-2,-2,i,2,i,2
Cc1c(Cl)cnc(NC(=O)CSc2nncs2)c1Cl,i,i,i,i,i,-7,1,i,3,i,1
CCc1ccc(NC(=O)N(C2CCCCC2)C(C)c2cccnc2)cc1 (configuration not stated),i,i,i,i,i,-13,1,i,2,i,2
CCOP(=O)(CN(CC)C(=O)c1ccccc1Br)OCC,i,i,i,i,i,-6,0,i,-1,i,-3
Cc1ccc(CN(C)C(=O)C2CCCN2C(=O)c2cccs2)o1 (configuration not stated),i,i,i,i,i,-11,-1,i,0,i,1
O=C1CC(N2CCN(C(c3ccccc3)c3ccccc3)CC2)C(=O)N1Cc1ccc(N2CCCC2=O)cc1 (configuration not stated),i,i,i,i,i,-15,0,i,-2,i,6
CC(=O)Nc1cccc(C(=O)OC(C(=O)c2ccc(C)cc2)c2ccccc2)c1 (configuration not stated),i,i,i,i,i,-13,0,i,-1,i,-1
Cc1ccccc1OCc1ccc(C(=O)N2CC(C)OC(C)C2)o1 (configuration not stated),i,i,i,i,i,1,3,i,-4,i,0
CC(=O)Nc1ccc(NC(=O)CN(C)CCC#N)cc1,i,i,i,i,i,-8,-2,i,4,i,-4
CCc1ccccc1NC(=O)Nc1ccsc1C(=O)OC,i,i,i,i,i,-13,0,i,-3,i,-5
O=C(c1cnsn1)N1CCN(c2ccccn2)CC1,i,i,i,i,i,-5,-2,i,0,i,-3
CCC(C)NCC(O)(c1ccc(Cl)cc1)c1ccc(Cl)cc1 (configuration not stated),i,i,i,i,i,-10,-1,i,5,i,3
CC1(C)CC2(CC(c3cccs3)c3cc(Cl)c(O)cc3O2)NC(=S)N1 (configuration not stated),i,i,i,i,i,-9,-6,i,5,i,2
COc1ccc(CCNC(=O)CSc2nnc(CNC(=O)c3cc(OC)c(OC)c(OC)c3)o2)cc1OC,i,i,i,i,i,-5,-1,i,-4,i,·
COc1cc(C(=O)NCC(=O)N/N=C/c2cccs2)cc(OC)c1OC,i,i,i,i,i,-10,·,i,3,i,-5
N#Cc1cn(N2CCCCC2)c(=O)[nH]c1=O,i,i,i,i,i,2,-2,i,-3,i,0
Cc1ccc(NC2=CC(=O)CC(C)(C)C2)c(N)c1,i,i,i,i,i,-7,1,i,7,i,4
Nc1cc(-c2ccc(Cl)cc2)nn1S(=O)(=O)c1ccc(Cl)cc1,i,i,i,i,i,-9,-1,i,-1,i,-4
Cc1cc(C)cc(NC(=O)c2cccnc2)c1,i,i,i,i,i,-9,-2,i,10,i,3
O=C(COc1ccccc1)NCCS(=O)(=O)N1CCN(c2ccccc2)CC1,i,i,i,i,i,-12,0,i,-8,i,1
CCCc1cc(=O)[nH]c(SCC(=O)N2CCOCC2)n1,i,i,i,i,i,0,-2,i,1,i,1
CCOc1ccccc1CNC(=O)c1ccc2nc(N3CCOCC3)sc2c1,i,i,i,i,i,-21,0,i,1,i,-1
O=[N+]([O-])c1ccccc1/C=N/NC1=NCCN1,i,i,i,i,i,-12,-2,i,-4,i,0
Cc1c(NC(=O)C(C)OC(=O)[C@@H](NC(=O)c2ccccc2)C(C)C)c(=O)n(-c2ccccc2)n1C (some centres not stated),i,i,i,i,i,-8,-6,i,-6,i,1
C/C(=C\C(=O)c1ccccc1)Nc1cccc(O)c1,i,i,i,i,i,-7,0,i,2,i,0
COCCN1CCn2c(nc3cc(NC(C)=O)ccc32)C1,i,i,i,i,i,-8,-4,i,4,i,3
COc1ccccc1/C=C/C=C1\Oc2c(ccc(O)c2CN(C)C)C1=O,i,i,i,i,10*,-26,·,i,0,i,-1
CC1=C(C(=O)Nc2ccc(Cl)cc2)C(c2ccncc2)C(C#N)=C(SCC(N)=O)N1 (configuration not stated),i,i,i,i,i,-1,-3,i,3,i,-3
CS(=O)(=O)N1CCN(c2ccc([N+](=O)[O-])cc2C(F)(F)F)CC1,i,i,i,i,i,-9,-1,i,-9,i,1
Cc1c(OCC(=O)NCC(O)c2ccccc2)ccc2c3c(c(=O)oc12)CCC3 (configuration not stated),i,i,i,i,i,-16,-3,i,5,i,-17

# For convenience, part of the list above.
SMILES,RGS4 pot,PolyA inhibitor,KCNQ1 act,KCNK3 inh,KCNQ1 inh,hERG protect,GSK3 alpha inh,RGS4 inh,DYRK1A inh,KCNK9 inh,GSK3B inh
COc1ccc(CCNC(=O)CSc2nnc(CNC(=O)c3cc(OC)c(OC)c(OC)c3)o2)cc1OC,i,i,i,i,i,-5,-1,i,-4,i,·
COc1cc(C(=O)NCC(=O)N/N=C/c2cccs2)cc(OC)c1OC,i,i,i,i,i,-10,·,i,3,i,-5

# Remaining list, next part:
SMILES,RGS4 pot,PolyA inhibitor,KCNQ1 act,KCNK3 inh,KCNQ1 inh,hERG protect,GSK3 alpha inh,RGS4 inh,DYRK1A inh,KCNK9 inh,GSK3B inh
CC1(C)Cc2cccc(OCC(=O)N3CCN(c4ccccc4Cl)CC3)c2O1,i,i,i,i,i,-19,0,i,-1,i,-2
Cc1ccc(NC(=O)c2cc(NC(=O)CCC(=O)O)ccc2N2CCCCC2)cc1,i,i,i,i,i,-6,-4,i,-1,i,0
Cc1cccc(N2CCN(C(=O)Cn3cnc4c3c(=O)n(C)c(=O)n4C)CC2)c1C,i,i,i,i,i,-2,2,i,2,i,1
Cc1ccccc1Cn1cc(C)c(=O)[nH]c1=O,i,i,i,i,i,-9,1,i,11,i,0
O=C1[C@@H]2C(Cc3ccc(O)cc3)NC3(C(=O)Nc4ccc(F)cc43)[C@@H]2C(=O)N1c1ccc(F)cc1 (some centres not stated),i,i,i,i,i,-10,2,i,5,i,1
O=c1nc2ccccc2c(NS(=O)(=O)c2ccccc2)n1-c1ccccc1,i,i,i,i,i,-6,1,i,3,i,1
O=C1C(=O)N(Cc2cccnc2)C(c2cccc([N+](=O)[O-])c2)/C1=C(\O)c1ccc2c(c1)OCCO2 (configuration not stated),i,i,i,i,i,-9,-2,i,-6,i,6
O=C(Cc1ccccc1)c1nnc(-c2ccccc2)o1,i,i,i,i,i,-14,4,i,1,i,0
CCOC(=O)c1cc(-c2csc(N/N=C/c3ccccc3Cl)n2)on1,i,i,i,i,i,-10,-2,i,·,i,1
COCCN1CN=C(NS(=O)(=O)c2ccc(C)cc2)NC1,i,i,i,i,i,-12,-2,i,-3,i,-2
Nc1cc(Cl)ccc1C(=O)OCC(=O)N1CCCC1,i,i,i,i,i,-2,0,i,3,i,0
COC(=O)[C@H](CCSC)NC(=O)Nc1cc(C)ccc1C,i,i,i,i,i,-9,0,i,-3,i,-1
CCN(C(=O)CSc1nncn1-c1ccccc1)c1c(N)n(Cc2ccccc2)c(=O)[nH]c1=O,i,i,i,i,i,-5,-1,i,3,i,-1
CCOc1ccc(CNC(=O)CCS(=O)(=O)c2ccc3c(c2)oc(=O)n3C)cc1,i,i,i,i,i,-8,-1,i,0,i,-2
COc1ccc(NC(=O)C2CCN(S(=O)(=O)c3cccc4cccnc34)CC2)cc1,i,i,i,i,i,-1,-1,i,-4,i,1
CCc1ccc(-c2cc(C)no2)cc1S(=O)(=O)N1CCN(c2ccccn2)CC1,i,i,i,i,i,-5,-1,i,-4,i,1
OC(CCc1ccncc1)COc1ccccc1 (configuration not stated),i,i,i,i,i,-4,0,i,1,i,0
O=C(NCc1ccco1)C1CCN(C(=O)c2ccc(Cl)cc2Cl)CC1,i,i,i,i,i,-1,-1,i,-17,i,-1
CC(C)(C)c1ccc(OCC(=O)N/N=C/C2CC=CCC2)cc1 (configuration not stated),i,i,i,-10*,i,-5,·,i,-6,-7.2*,1
COc1ccc(N(CC(=O)NCCC2=CCCCC2)S(=O)(=O)c2ccc(C)cc2)cc1,i,i,i,·,i,-4,0,i,·,i,-1
CCOC(=O)c1cc(C#N)c(SCc2cccc3ccccc23)nc1C,i,i,i,i,i,-7,3,i,6,i,-21
O=C(O)CCC1c2cc3c4cc2OC2Oc5cc6c(cc51)C(CCC(=O)O)c1cc5c7cc1OC(O6)c1cc6cc(c1)Oc1cc(cc(C(=O)O)c1)Oc1cc8cc(c1)C(Oc1cc(c(cc1C5CCC(=O)O)C3CCC(=O)O)OC(O4)c1cc(cc(c1)Oc1cc(cc(C(=O)O)c1)O8)Oc1cc(cc(C(=O)O)c1)Oc1cc(cc2c1)Oc1cc(cc(C(=O)O)c1)O6)O7 (configuration not stated),i,i,i,·,i,-13,-305,i,·,i,2
CCCc1noc2c1C(c1cc(Br)ccc1F)C(C#N)=C(N)N2 (configuration not stated),i,i,i,i,i,-4,4,i,1,i,0
O=C(c1cccc(F)c1)N1CCN(c2cccc(C(F)(F)F)c2)CC1,i,i,i,i,i,-17,-4,i,0,i,1
